# CBFb RUNX1 block – qHTS Assay for Compounds Blocking the Interaction Between CBF-beta and RUNX1 for the Treatment of Acute Myeloid Leukemia | 230,000 tested, under 10 active | Potency, µM (top dose mostly 59.8 µM), for inactives: at the highest dose activity, negative = inhibition, most hits filed as inhibitors | AID 1477, 2009 | Runt-related transcription factor 1 (Homo sapiens) + Core-binding factor subunit beta … | AlphaScreen CBFb-His/RUNX1-biotin binding, biochemical; also: % of control where 0% means no effect
# Target sequence (Q01196 whole entry, looked up): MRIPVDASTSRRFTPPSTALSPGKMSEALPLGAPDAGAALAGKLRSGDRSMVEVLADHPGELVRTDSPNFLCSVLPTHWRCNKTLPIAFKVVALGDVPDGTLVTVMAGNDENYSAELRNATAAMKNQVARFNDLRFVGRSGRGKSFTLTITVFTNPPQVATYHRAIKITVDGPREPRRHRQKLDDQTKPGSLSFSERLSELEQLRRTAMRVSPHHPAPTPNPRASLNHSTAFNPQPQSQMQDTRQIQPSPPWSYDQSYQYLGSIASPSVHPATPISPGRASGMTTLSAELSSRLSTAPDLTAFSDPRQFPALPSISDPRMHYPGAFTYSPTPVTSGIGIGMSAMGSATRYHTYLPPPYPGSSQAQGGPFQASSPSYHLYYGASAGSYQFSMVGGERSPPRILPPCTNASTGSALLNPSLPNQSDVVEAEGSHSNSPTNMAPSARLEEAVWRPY
# Target sequence (Q13951 whole entry, looked up): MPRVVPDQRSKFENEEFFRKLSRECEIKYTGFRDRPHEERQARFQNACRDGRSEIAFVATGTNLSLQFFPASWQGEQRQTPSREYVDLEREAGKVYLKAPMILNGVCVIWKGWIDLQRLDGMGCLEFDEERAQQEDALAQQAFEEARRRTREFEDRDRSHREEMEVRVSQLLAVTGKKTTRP
#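 Room-temperature protein-protein interaction test with 30 nM each of His-tagged CBF-beta and biotinylated RUNX1, 15 min with compound, then 90 min with nickel plus streptavidin beads. Signal read in AlphaScreen mode.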
# IMPase Li inh – qHTS Assay for Identifying the Cell-Membrane Permeable IMPase Inhibitors: Potentiation with Lithium; CHO-M1 cells, IP1 TR-FRET (IP-One), carbachol + lithium; Potency, µM (series often up to 59.4 µM), inactives show at the highest dose activity, negative = IMPase inhibition, hits mostly inhibitors; hit rate 0.35% among 210,000; AID 1457, 2008;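 also: IP1 builds up when IMPase is blocked and the TR-FRET signal falls; potency is read from the fitted curve at half-maximal effect; plate controls were basal vehicle for no effect and high inhibitor control for full effect; nearly all actives have a fitted effect of over 50% in size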
#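 Readout is a homogeneous TR-FRET IP1 immunoassay (Ex 320, Em 665 and 620), where raised cytosolic IP1 lowers signal. Cells were CHO-M1 treated 30 min at 37C with test compounds plus a little lithium; AC50 values came from Hill-equation fitting.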
# HTT aggregate – qHTS Multiplex Assay to Identify Dual Action Probes in a Cell Model of Huntington: Aggregate Formation (GFP); hit rate 1.1% among 220,000; AID 1688, 2009; Potency, µM (top dose mostly 46.1 µM), for the others: at the top dose activity change, negative = inhibition, usual class: inhibitors; PC12 HttQ103-GFP aggregates, Acumen cytometry, 40 h; also: potency is read from the fitted curve at half-maximal effect; % is scaled to controls: 0 for no effect and ±100 for the full control effect; nearly all actives have a fitted effect of over 60% in size
#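 Using laser scanning cytometry, GFP-positive aggregates were counted after lysis of PC12 cells induced with 100 nM tebufenozide to express HTT exon 1 Q103–GFP. Compounds were tested in titration.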
# Luc counter – Counterscreen for Luciferase (Kinase-Glo TM) Inhibition | Potency, µM (top dose mostly 38.3 µM), without a hit: at the top dose activity change, negative = inhibition, hits mostly inhibitors | Kinase-Glo luciferase, ATP luminescence, 8 min | hit rate 0.28% among 200,000 | Luciferin 4-monooxygenase (Photuris pensylvanica), Q27757; also: potency is read from the fitted curve at half-maximal effect; % is scaled to controls: 0 for no effect and ±100 for the full control effect; nearly all actives have a fitted effect of over 60% in size
#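 Substrate mix (final 50 mM imidazole pH 7.2, 50 mM KCl, 7 mM MgCl2, 10 uM ATP, 0.01% Tween 20, 0.05% BSA) plus pin-tool compound, then Kinase-Glo detection mix; 8 min ambient, luminescence read.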
# HTT cytoprotect – qHTS Multiplex Assay to Identify Dual Action Probes in a Cell Model of Huntington: Cytoprotection (ATP). PC12 HTT-Q103 induced, cytoprotection, ATP luminescence, 40 h. Potency, µM (titrated, usually from 56.4 µM), inactives show cytoprotection (ATP increase), usual class: activators. hit rate 0.14% among 230,000. AID 1471, 2008;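 also: potency is read from the fitted curve at half-maximal effect; % of control where 0% means no effect; nearly all actives have a fitted effect of over 45% in size; toxic huntingtin expression switched on by the ecdysone agonist tebufenozide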
#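 Quantitative HTS on tebufenozide-induced (100 nM) PC12 cells expressing HTTQ103 exon 1–GFP; compounds tested as a concentration series; survival measured via cellular ATP.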
# SMN2 splice up – qHTS Assay for Enhancers of SMN2 Splice Variant Expression. HEK293 SMN2-luciferase splicing reporter, luminescence, 30-36 h. Potency, µM (series often up to 46.1 µM), without a hit: at the highest dose activity change, positive = activation, actives largely listed as activators. hit rate 2.8% among 210,000; also: potency is read from the fitted curve at half-maximal effect; % of control where 0% means no effect; nearly all actives have a fitted effect of over 55% in size
#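 qHTS luciferase splicing reporter: luminescence rises when SMN2 exon 7 is included in transfected HEK293 cells. Compound exposure lasted 30-36 h at 37C, with 4.5 mM final sodium butyrate as control, followed by a ONE-Glo read.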
# LMNA splice mod – qHTS Assay for Modulators of Lamin A Splicing; HeLa LMNA splicing GFP/RFP minigene ratio, 48 h; Potency, µM (highest dose often 46.1 µM), without a hit: top-dose ratio change, negative = inhibition, usual class: inhibitors; hit rate 0.01% among 200,000; active = well fitted inhibition curve with a large enough effect in the signal ratio, with a control signal flat, not every such curve was filed as active; inconclusive = small, poorly fitted or top-dose-only effect, or effect the other way, or a change in a side signal; the % refers to the signal ratio; also: potency is read from the fitted curve at half-maximal effect; % is scaled to controls: 0 for no effect and ±100 for the full control effect
#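 Read-out is the ratio of GFP to DsRed2 object intensity, acquired by 488 nm laser-scanning cytometry on HeLa lamin A-EGFP minigene reporter cells. Compound incubation 48 hrs at 37 °C in Opti-MEM with 2% FBS; DMSO 0.5% final.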
# Numbers without * were called inactive; ? = inconclusive; / = not tested or not shown; & = joins results of further samples; [ ] = another dose, or the depositor's remark. Unless noted, calls follow the shape of the dose curve; as a rule, active = well fitted curve in the direction sought with a large enough effect; inconclusive = small, poorly fitted or top-dose-only effect, or another doubt; inactive = no such curve, though single readings can be large; an effect the other way counts as inactive or inconclusive.
SMILES,CBFb RUNX1 block,IMPase Li inh,HTT aggregate,Luc counter,HTT cytoprotect,SMN2 splice up,LMNA splice mod
CCOc1ccc(-c2nc(CSCC(=O)N3CCN(C(=O)c4ccco4)CC3)c(C)o2)cc1,-2%,-14%[38.3 µM],-16%,-1%,-24%,-26%,-9%
CCN(CC)CCCN(Cc1cc2cc3c(cc2[nH]c1=O)OCO3)C(=S)NCc1ccco1,2%,14%,16%[9.22 µM],-5%,4%[10 µM],/,?
CC1(C)CC(=O)C(CC(=O)Nc2ccc(S(N)(=O)=O)cc2)=C(O)C1,3%,3%,5%,1%,-15%[10 µM],13%,-5%
CC1(C)C/C(=N\NC(=S)Nc2ccccc2F)c2cc(O)ccc2O1,4%,-3%,-7%,1%,-10%[10 µM],-21%,?
Cc1cc2nc3c(=O)n(C4CCCCC4)c(=O)[nH]c3nc2cc1N,4%,-3%,-2%,-1%,-10%[10 µM],-8%,5%
CCCCn1c(N)c(NCc2ccccc2)c(=O)[nH]c1=O,4%,2%,0%,-3%,-6%[10 µM],12%,/
COc1ccccc1CNC(=O)C1CCC1,1%,1%,12%,1%,5%[10 µM],12%,-2%
Cc1ccc(NC(=O)NCC2CCN(Cc3cc(C)ccc3Cl)CC2)c(C)c1,0%,11%,-26%,-1%,/,-14%,/
CN(C)C(CNC(=O)CCOc1ccccc1)c1ccco1 (stereo not given),-21%,1%,8%,4%,-19%,13%,-9%[46 µM]
CNC(=O)COC(=O)c1cccnc1SC,0%,14%[38.3 µM],-13%,-3%,0%,-7%,6%
Cc1cc(C=O)c(C)n1-c1cc(C(F)(F)F)ccc1N1CCOCC1,1%,-6%[38.3 µM],-2%,-1%,-14%,-31%[inhibitor],?
CCCNC(=O)COC(=O)/C(C#N)=C/c1cc(C)n(CCC)c1C,-4%,-2%,-2%,0%,-66%[inhibitor],-6%,/
O=C(Nc1cccc(Cl)c1)Nc1nccs1,2%&-3%,3%[38.3 µM],-26%,-1%,-33%,-9%,?
CCOP(=O)(OCC)C(Nc1ccccc1)c1ccccc1C(F)(F)F (stereo not given),4%,/,-20%[9.22 µM],/,-9%[10 µM],/,/
COc1ccc(-c2nc3ccccc3c(=O)n2CCOc2cccc(C)c2C)cc1,1%,4%,4%,-4%,2%[10 µM],-25%,-21%
COc1cccc(-c2cc(NCc3cccc(C)c3)ncn2)c1,/,6%,/,/,-83%[inhibitor],/,-14%
CC(=O)c1cccc(NC(=O)N2C3CCC2CC(O)(c2cccnc2)C3)c1 (stereo not given),8%,5%,4%,1%,6%[10 µM],8%,-4%
COCCn1nnnc1C(c1cccc(OC)c1OC)N1CCN(C2CCCCC2)CC1 (stereo not given),-1%,0%[38.3 µM],-6%[9.22 µM],-2%,3%[10 µM],?,-4%
Cn1cccc1Cc1nnc(SCC(=O)NC2CCCCC2)n1-c1ccc(F)cc1,-4%,-7%[38.3 µM],31%,4%,-11%,-11%,3%
COc1ccc2c(c1)c1ncn(CCN3CCCC3)c(=O)c1n2C,3%,/,-5%,/,-11%[0.074 µM],/,1%
O=c1cc(-c2ccccc2Cl)oc2c(NS(=O)(=O)c3cc(Cl)cc(Cl)c3O)ccc(O)c12,?,12%&14%,?,-2%[39.9 µM],-358%[inhibitor][40.3 µM],-75%[inhibitor],?
CCc1nc(C#N)c(N2CCCCC2)o1,0%,-5%,11%,-1%,-8%[10 µM],-31%,?
N#CCC(=O)N/N=C/c1ccc(OCC(=O)Nc2ccc(F)cc2)cc1,-4%,0%,-3%,0%,-5%,-1%,9%[46 µM]
CN1C(=O)CC(N2CCN(CCN=CC3=C(O)CC(C)(C)CC3=O)CC2)C1=O (stereo not given),-2%,1%[38.3 µM],16%,1%,-19%[10 µM],-7%,5%
Cc1ccc(N2CCN(/N=C/c3ccccc3)CC2)cc1,-5%,10%,12%,1%,-33%[inhibitor],11%,23%[46 µM]
N#Cc1ccc(N=c2ssnc2Cl)cc1,-3%,7%[38.3 µM],4%,-4%,-80%[inhibitor],14%,?
Cc1ccc(Cn2ccc(NC(=O)c3cc(C4CC4)on3)n2)cc1,4%,/,-9%[9.22 µM],/,5%[10 µM],/,/
CS(=O)(=O)N(CCC#N)Cc1ccc(/C=C2\C(=O)Nc3ccccc32)o1,-1%,8%,11µM*,1%,-39%,-7%,19%[46 µM]
CCCCN(CCCC)S(=O)(=O)c1ccc(SCC(=O)OCC)c([N+](=O)[O-])c1,-22%,7%[38.3 µM],9%[9.22 µM],3%,-4%,7%,23%
Cc1ccc(OCCc2csc(N)n2)cc1,7%,-2%,-20%,-1%,-33%[inhibitor],-27%,/
NS(=O)(=O)c1ccc(N=Cc2c(O)c3ccccc3oc2=O)cc1,1%,1%,12%,-1%,8%[10 µM],-4%,-7%[46 µM]
Cc1cc(-c2ccccc2)nc(Oc2cccc(C(F)(F)F)c2)c1S(C)(=O)=O,17%,23%[38.3 µM],1%,2%,-5%,-14%,?
O=C(/C=C/c1cccc(F)c1)N1CCN(c2ncccn2)CC1,-11%,4%,9%,1%,-13%,6%,-3%[46 µM]
Cc1nn(-c2ccccc2)nc1C(=O)NNC(=O)c1cccc2ccccc12,-1%,/,0%[9.22 µM],/,-1%[10 µM],/,/
Cc1ccc2c(NC(=O)C3CC3)c(C)ccc2n1,8%,9%[38.3 µM],10%,-1%,-13%[10 µM],-2%,-5%
C#Cc1ccc([C@@H]2C=C(C(=O)OCC=C)O[C@H](OCC)[C@H]2CCCO)cc1,1%,8%,-5%[9.22 µM],/,-6%[10 µM],/,/
COc1cccc(C(O)Cc2nc3ccccc3n2C)c1OC (stereo not given),1%,8%,-2%[9.22 µM],-4%,7%[10 µM],/,-1%[46 µM]
CC(=O)NC(Cc1cccc(F)c1)C(=O)NC1CCN(C(=O)c2cccc(C)c2)CC1 (stereo not given),-2%,6%,-5%[9.22 µM],0%,1%[10 µM],/,7%[46 µM]
CC1CCCCN1S(=O)(=O)c1ccc(C(=O)Nc2sccc2C(N)=O)cc1 (stereo not given),8%,32%[activator][38.3 µM],?,-8%,24%[10 µM],20µM*,?
CCOC(=O)c1[nH]c2ccc(F)cc2c1NC(=O)C1=COCCO1,3%,30%[activator][38.3 µM],6%,-1%,-11%[0.074 µM],10%,0%
COc1ccc(OCC2CNC(=O)O2)cc1 (stereo not given),-7%,-2%,8%,1%,-15%[10 µM],-6%,-6%
COC(=O)c1[nH]c2cccc(OC)c2c1NC(=O)CN1CC2(C)CC1CC(C)(C)C2 (stereo not given),5%,7%,-12%,1%,-7%[0.074 µM],-3%,-12%
O=C(NCc1cccc(Cl)c1)c1ccc(S(=O)(=O)Nc2cccc(C(F)(F)F)c2)cc1,6%,6%,?,-3%,8%[10 µM],-27%,?
Cc1cc(NC(=O)COc2cccc3cccnc23)no1,-8%,-3%,14%,1%,19%[10 µM],3%,-17%
CCn1c(Cc2ccccc2)nnc1SCC(=O)NC1CC1,3%,0%,26%,0%,-6%[10 µM],17%,-8%
Cc1cccc(C)c1N(CC(=O)NCc1ccc(F)cc1)C(=O)c1csnn1,3%,0%,-17%,2%,-24%,5%,/
O=C1CCC/C(=N\NC(=O)NC2CCCCC2)C1,1%,3%,30%,-1%,-9%,9%,-17%[46 µM]
CC(C)CC1NC(=O)N(CC(=O)c2ccc3c(c2)OCCO3)C1=O (stereo not given),8%,-8%[38.3 µM],12%,7%,-8%,13µM*,3%
O=C(Nc1cnc2ccccc2c1)c1cccc(-n2cnnn2)c1,19%,?,12%,-2%,-16%[10 µM],?,-12%
OC(COc1ccc2c(c1)OCO2)CN1CCCC1 (stereo not given),-21%,1%,17%,-3%,-32%[inhibitor],10%,-7%[46 µM]
Cn1c(=O)c(NC2CCCCC2)c2c3c(cccc31)C(=O)c1ccccc1-2,?,4%,?,4%,-15%[10 µM],/,/
COc1ccc(NC(=O)NC(C(F)(F)F)C(F)(F)F)cc1,4%,18%[38.3 µM],-21%,-2%,-4%,-1%,-5%
NC(=O)C1(NC(=O)[C@@H]2CC3(CC(c4cccc(NC(=O)[C@@H]5CCC(=O)N5)c4)=NO3)CN2C(=O)c2cnccn2)CC1 (stereo not given in full),1%,-10%[38.3 µM],-6%,2%,9%,11%,18%
CCOC(=O)N1CCN(C(=O)c2ccc(Cn3c(=S)[nH]c4cc(OCC)c(OCC)cc4c3=O)cc2)CC1,6%,-6%,2%,/,-5%,/,/
Cc1[nH]c2c(Cl)cccc2c1CCNC(=O)C1CCCCC1C(=O)OCC(F)(F)F (stereo not given),-6%,14%,11%,-1%,29%[10 µM],-17%,-13%
CC1CCN(CC(=O)Nc2ccccc2-c2ccccc2)CC1,-8%,19%,-10%,-2%,12%[10 µM],/,-7%
Cc1ccc(S(=O)(=O)N(C)C)cc1NC(=O)COC(=O)/C(=C/c1ccc(F)cc1)c1cccs1,-10%,6%,18%,4%,15%[10 µM],-77%[inhibitor],?
COc1ccc(CC(=O)Nc2ccccc2Oc2ccccc2)cc1,-3%,10%,5%[9.22 µM],-1%,-8%[10 µM],/,/

# Entries listed so far that contain an aryl thioether with sulfur outside any ring, in the order listed:
SMILES,CBFb RUNX1 block,IMPase Li inh,HTT aggregate,Luc counter,HTT cytoprotect,SMN2 splice up,LMNA splice mod
CNC(=O)COC(=O)c1cccnc1SC,0%,14%[38.3 µM],-13%,-3%,0%,-7%,6%
Cn1cccc1Cc1nnc(SCC(=O)NC2CCCCC2)n1-c1ccc(F)cc1,-4%,-7%[38.3 µM],31%,4%,-11%,-11%,3%
CCCCN(CCCC)S(=O)(=O)c1ccc(SCC(=O)OCC)c([N+](=O)[O-])c1,-22%,7%[38.3 µM],9%[9.22 µM],3%,-4%,7%,23%
CCn1c(Cc2ccccc2)nnc1SCC(=O)NC1CC1,3%,0%,26%,0%,-6%[10 µM],17%,-8%

# Screening results (PubChem)

# Compounds were not picked by outcome; any-hit rate near 4%.
